# DENV2 CPE rescue: inhibitors of DENV2 cytopathic effect; DENV2-infected cells, cytopathic effect rescue, plate reader; hit rate 1.7% among 350,000; CPE inhibition, % at 9.99 µM; in the data active = CPE inhibition above about 20%, passing the limit was not always enough; inconclusive = no clear call, values can overlap the other calls; tested in BHK-21 cells;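 note: 0% = median of neutral control wells and 100% = median of positive control wells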
# GSIS activator: primary screen for activators of insulin secretion dependent on glucose, INS-1E cells, GLuc reporter luminescence; activation, % at 16.6 µM; hit rate 0.61% among 370,000; AID 743287; INS-1E GLuc reporter insulin secretion, 2-3 h;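 active = lowest replicate activation of at least 40%, so every replicate reaches that level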;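 note: 0% = median of neutral control wells and 100% = median of IBMX positive control wells; some compounds called inactive have numbers as strong as hits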
# E-selectin induc: E-selectin induction on HUVECs; HUVEC E-selectin immunofluorescence imaging; normalized: neutral wells 0, TNF-alpha wells 100; activation, % at 7.58 µM; hit rate 0.37% among 260,000; AID 686992;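 active = mean E-selectin-positive cell signal at least 10% of the positive control, reached in at least 60% of replicates, without over 20% cell loss; inconclusive = no rule given, readout overlaps actives, possibly toxicity-flagged; inactive = the rest, including those meeting only one limit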;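 note: in these data hits start at about 27%; measured in HUVEC primary endothelial cells; signal is the percent of cells scored E-selectin positive by PE staining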
#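 Read-out: % PE-positive cells | Test system: HUVEC | Doses: One compound dose added by pin transfer | Buffer or medium: EGM-2 over gelatin coat | Signal: Immunofluorescence imaging | Benchmarks: TNF-alpha, DMSO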
# RAD54 branch: inhibitors of human RAD54 branch migration; Q92698; RAD54 Holliday junction branch migration, FAM/BHQ fluorescence; inhibition, % at 10.4 µM; hit rate 0.14% among 360,000; AID 602329;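 active = mean normalized replicate activity at least 40 and at least half of replicates scoring 40 or more; inconclusive = only one of the two criteria met; inactive = mean below 40 and under half of replicates reaching 40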;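 note: 0% = median of neutral control wells and 100% = median of positive control wells; inhibitors cause a drop in the FAM fluorescence signal; in these data hits start at about 50%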
# Target sequence (Q92698 whole entry, looked up): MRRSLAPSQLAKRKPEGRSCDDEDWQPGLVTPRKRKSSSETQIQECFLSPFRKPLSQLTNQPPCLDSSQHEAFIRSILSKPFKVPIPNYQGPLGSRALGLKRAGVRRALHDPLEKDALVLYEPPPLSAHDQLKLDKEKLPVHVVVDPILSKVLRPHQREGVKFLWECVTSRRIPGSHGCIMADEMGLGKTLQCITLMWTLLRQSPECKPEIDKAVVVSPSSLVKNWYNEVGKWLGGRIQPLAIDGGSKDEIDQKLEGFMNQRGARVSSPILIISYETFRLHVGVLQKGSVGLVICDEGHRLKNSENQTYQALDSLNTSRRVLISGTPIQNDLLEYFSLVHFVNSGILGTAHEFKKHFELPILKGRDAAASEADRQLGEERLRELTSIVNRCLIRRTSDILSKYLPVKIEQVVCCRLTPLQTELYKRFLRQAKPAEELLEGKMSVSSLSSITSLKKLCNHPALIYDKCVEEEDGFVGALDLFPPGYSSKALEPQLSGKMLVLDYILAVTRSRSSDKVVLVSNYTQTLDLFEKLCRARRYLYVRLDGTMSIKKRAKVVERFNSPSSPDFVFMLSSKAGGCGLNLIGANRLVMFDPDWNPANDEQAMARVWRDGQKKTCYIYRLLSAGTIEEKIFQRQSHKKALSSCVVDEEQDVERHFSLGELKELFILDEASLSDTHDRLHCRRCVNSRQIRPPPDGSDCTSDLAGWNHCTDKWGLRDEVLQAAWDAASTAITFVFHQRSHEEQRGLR
# Xi reactivation: activators of X-chromosome reactivation in mouse fibroblasts | XiGFP mouse fibroblasts, % GFP-positive cells imaging, 3 d; cells co-treated with 5-aza-dC sensitizer; scaled so ellipticine positive control = 100% | activation, % at 7.58 µM | hit rate 0.055% among 360,000 | AID 743238;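 active = mean normalized replicate activation at least 10% and every replicate at or above 10%; inconclusive = only one of the two criteria met; inactive = mean below 10% and not all replicates reach 10%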;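 note: 0% = median of on-plate neutral control wells and 100% = ellipticine 6 µM median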
#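 System: SV40-immortalized XiGFP fibroblast cells, line 68-5-11 / Incubation: 3-day compound exposure, then 15 min fixation at room temperature / Compound: single concentration per compound, delivered by pin transfer / Buffer or medium: DMEM plus 5-aza-dC sensitizer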
# CFTR F508del cor: CFTR F508del correction in bronchial cells | hit rate 0.36% among 350,000 | activity (quench increase), % at 7.58 µM | CFBE cells, YFP halide quenching; stimulated with forskolin plus potentiator P3; % fluorescence drop versus neutral controls;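 active = mean added fluorescence quench of at least 8% versus neutral control, with both replicates also reaching 8%; inconclusive = only one of the mean or replicate conditions met; inactive = mean below 8% and not both replicates reaching 8%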;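 note: cells transiently co-express mutant CFTR-F508del with the halide-sensitive YFP; corrector assay measuring rescue of mutant channel to the surface after 24 h compound exposure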
# RAD52 inh: RAD52 (human) annealing inhibition | P43351 | AID 651710 | recombinant RAD52 DNA annealing, FRET fluorescence | inhibition, % at 18.7 µM | hit rate 0.46% among 360,000;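 active = every replicate showing at least 50% inhibition; inconclusive = mean inhibition at least 50% but not in every replicate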
# CASP6 VEID inh: blocks human caspase-6 cleavage activity | AID 686996 | inhibition, % at 12.5 µM | purified caspase-6, Z-VEID-R110 cleavage fluorescence | hit rate 0.53% among 350,000 | P55212;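 active = mean inhibition across replicates at least about 35%, with every replicate also reaching that limit, limit read from the data; inconclusive = only one of the two criteria met; inactive = neither criterion met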;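 note: 0% = median of neutral control wells and 100% = no fluorescence left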
# Starred values were filed as active, the others as inactive; u = inconclusive; x = not tested or not shown; & = joins results of further samples; ! = repeats disagree.
SMILES,DENV2 CPE rescue,GSIS activator,E-selectin induc,RAD54 branch,Xi reactivation,CFTR F508del cor,RAD52 inh,CASP6 VEID inh
CCN(CC(=O)Nc1c(F)cccc1F)C(=O)Cc1ccc(OC)c(S(=O)(=O)N2CCOCC2)c1,-1,-1,1.1,x,0.2,-0.9,0,-65
CCN1CCN(C(c2cccs2)C(C)NC(=O)NC2CCCCC2)CC1 (stereo not drawn),-6,5,0.0,4,-0.1,0.5,-5,-1
Cc1ccccc1CN1CCC(n2nccc2NC(=O)CCCc2ccccc2)CC1,u,-8,x,-16,0.1,1.1,-13,0
CC(C)NC(=O)Nc1ccc2c(c1)CC(=O)N([C@H](C)CO)C[C@H](C)[C@H](CN(C)C(=O)NC(C)C)O2,6,-2,-0.3,-5,-0.1,0.7,-6,1
COc1ccc(NC(=O)N2C[C@@H](O)COC[C@H]3O[C@H](CC(=O)N4CCCCC4)CC[C@@H]32)cc1,-1,-3,0.1,6,0.2,-2.4,-9,0
Cc1cc(S(=O)(=O)Nc2ccc(C(=O)NC3CC3)cc2)ccc1F,5,-8,-0.7,1,0.0,-0.2,-68,-1
O=C(NCC1CC1)[C@@H]1[C@@H](CO)[C@@H]2Cn3c(ccc(-c4ccccc4F)c3=O)[C@H]1N2Cc1ccccc1,11,-19,-0.2,-17,0.5,-0.3,4,0
COc1ccc(-c2c(C(F)(F)F)[nH]n3c(=O)cc(-c4ccccc4)nc23)cc1,18,-29,3.0,x,0.1,-0.6,-13,-1
COc1ccc(S(=O)(=O)Nc2ccc3c(c2)C(=O)N([C@H](C)CO)C[C@@H](C)[C@H](CN(C)C(=O)Nc2ccc(F)cc2)OCCCC[C@H](C)O3)cc1,-3,-18,0.3,-3,0.2,-3.1,23,4
CCCNC(=O)C[C@@H]1CC[C@H]2[C@@H](COC[C@H](O)CN2Cc2ccccc2F)O1,-4,1,0.2,-1,0.3,1.8,0,0
O=C(C[C@H]1C[C@@H]2c3cc(NC(=O)Nc4ccc(F)cc4)ccc3O[C@@H]2[C@@H](CO)O1)NCC(F)(F)F,5,-3,5.6,2,0.2,0.4,3,-1
O=C(N/N=C/c1ccc(Br)s1)Nc1ccccc1,-4,11,2.5,-1,0.0,-2.5,-8,-2
Cc1ccc(S(=O)(=O)N2CCC(=O)N(CCOCc3ccc(Cl)cc3)CC2)cc1,0,-27,-0.2,-6,3.5,1.0,-5,-1
C=CCc1ccccc1OCC(=O)O,-2,-5,-0.6,x,-0.1,-1.3,-2,35
O=C(N/N=C/c1cccc([N+](=O)[O-])c1O)c1cccs1,0,-4,x,x,0.0,x,5,0
CCCN(CCC)Cc1c(C(=O)N/N=C/c2ccoc2)nnn1-c1nonc1N,1,4,0.4,-10,0.2,-3.3,-11,-2
O=S(Cc1ccccc1)c1ccccc1 (stereo not drawn),4,1,-0.4,x,0.2,0.0,-1,2
Cc1ccc(-c2csc(SCC(=O)c3c(N)n(C4CC4)c(=O)[nH]c3=O)n2)cc1,4,-5,4.2,-1,0.5,-2.7,-12,0
C[C@@H]1CN([C@H](C)CO)C(=O)Cc2cc(NC(=O)Cn3cnnn3)ccc2O[C@@H]1CN(C)Cc1ccc(Oc2ccccc2)cc1,1,3,-5.3,11,-1.3,0.5,12,1
CN(C)c1ccc(N2C(=NC(=O)CC3CCCCC3)SC3CS(=O)(=O)CC32)cc1 (stereo not drawn),0,6,x,1,0.0,-1.2,-9,0
CCOC(=O)c1cc(C#N)c(Nc2ccccc2OC)nc1C(F)(F)F,13,x,x,x,0.0,-2.0,-2,-3
CC(NCc1ccccc1O)c1ccccc1 (stereo not drawn),-4,1,x,4,0.1,2.6,4,-1
COc1ccc(NC(=O)/C(=C\c2ccncc2)NC(=O)c2ccccc2)cc1,8,x,x,4,0.0,-0.4,7,-2
C[C@@H]1ON(C)[C@H]2C[C@H]3c4[nH]c5c(-c6ccc(F)cc6)cccc5c4CCN3C(=O)[C@@H]12,0,9,1.4,x,0.5,-2.3,1,4
CC1=C(C(=O)OCCC(C)C)C(c2ccc3c(c2)OCO3)NC(=O)N1 (stereo not drawn),10,-34,x,-5,0.2,0.2,-8,-1
CCCN(CCC)CCNc1c(N2CCN(C(=O)OCC)CC2)c(=O)c1=O,0,x,x,1,x,-0.5,11,-3
O=C(CCN1CCCCC1)N[C@@H]1CC[C@@H](CCNC(=O)c2cc(Cl)cc(Cl)c2)O[C@@H]1CO,4,29,0.1,-4,0.0,-0.8,-11,-4
O=C(O)CCc1ccc(-c2ccccc2)n1NC(=O)c1cccs1,-4,-1,x,x,0.0,0.2,-23,1
CCCC[C@@]1(C2CCCC2)Cc2cc(OCC(=O)O)c(Cl)c(Cl)c2C1=O,-5,x,-0.3,-2,0.0,-0.9,-5,1
CN(C)C(CNC(=O)C1CC(=O)N(Cc2ccccc2)C1)c1ccccc1 (stereo not drawn),17,5,-1.7,-4,0.0,6.1,-1,-1
COC(=O)C1=C(C)N(Cc2ccc(C(F)(F)F)cc2)C(=NCc2ccccc2C(F)(F)F)NC1c1ccccc1C(F)(F)F (stereo not drawn),13,-25,-0.2,x,0.1,2.9,-1,-3
O=C(c1ccc(F)cc1)C1CCN(C(=O)Nc2ccc(F)cc2F)CC1,u,-19,x,21,0.1,2.2,-4,1
CCOC(=O)N1CCN(c2ncnc3scc(-c4ccccc4)c23)CC1,-3,26,0.1,9,0.2,1.6,-15,0
CC1Cc2cc(/C(O)=C3/C(=O)C(=O)N(CCCn4ccnc4)C3c3cccc([N+](=O)[O-])c3)ccc2O1 (stereo not drawn),8,11,x,2,0.0,2.1,-7,-3
Cc1ccc(N=C2NC(=O)C(CO)(CO)S2)cc1,8,3,x,6,0.0,3.0,-6,2
Cc1ccc(S(=O)(=O)N(C)C[C@H]2Oc3ccc(NS(C)(=O)=O)cc3CC(=O)N([C@@H](C)CO)C[C@H]2C)cc1,0,12,-0.4,-8,0.4,-0.3,3,3
CCOC(=O)C1=C(CN2CCN(C(=O)c3ccco3)CC2)NC(=O)NC1c1ccc(Cl)cc1 (stereo not drawn),5,-5,3.3,-14,0.0,0.4,1,7
CC(C)CCN(CCC(C)C)C(=O)Cc1c(O)c2ccccc2[nH]c1=O,2,3,4.7,-13,0.0,-1.2,3,2
Cc1nnc(NC(=O)C2CCN(S(=O)(=O)c3ccc(F)c(Cl)c3)CC2)o1,-11,3,-0.3,-9,0.1,1.5,-16,2
COc1ccccc1NS(=O)(=O)c1cccc(C(=O)NCC(c2cccs2)N(C)C)c1 (stereo not drawn),-2,-8,-0.6,8,-0.1,-0.7,-25,0
COc1cc(C(=O)Nc2cccc(C)c2C)c(Br)c(OC)c1OC,-6,-8,0.1,x,0.2,1.1,-9,x
Cn1c(=O)cc(C(=O)N/N=C/c2ccc(Cl)cc2)[nH]c1=O,1,x,7.8,13,0.0,2.6,7,0
CO[C@@H]1CN(C)C(=O)c2cc(NC(=O)c3cnccn3)ccc2OC[C@H](C)N(C)C[C@H]1C,18,13,-0.1,7,-0.3,-1.4,-8,-10
Nc1cc(C(=O)c2ccccc2)ccc1[N+](=O)[O-],0,10,x,x,0.0,-1.1,3,0
COc1ccc2c3c([nH]c2c1)[C@@H](CO)N(C(=O)C1CCCCC1)CC31CN(S(C)(=O)=O)C1,-1,-20,-0.1,x,0.1,-0.8,14,1
COc1ccc(NC(=O)N2[C@@H]3CNC[C@H]2C3c2ccc(-c3ccc(C)cc3)cc2)cc1 (stereo partly drawn),33*!,0&7,0.0&-0.1,x,0.1&0.0,-0.1&0.1,49&17,3&-2
Cc1ccccc1COCCN1CCN(S(=O)(=O)c2ccccc2)CCC1=O,-5,-1,0.0,1,-0.2,2.7,-5,5
Cc1cc(C)c(C(N)=O)c(SCC(=O)c2cc(C)n(-c3cc(C)on3)c2C)n1,-3,3,x,x,-0.1,4.3,-8,-1
C[C@@H]1CN([C@H](C)CO)C(=O)c2cc(NC(=O)Cc3ccccc3)ccc2O[C@H]1CN(C)S(=O)(=O)c1ccccc1,-5,-4,-0.2,0,0.0,-2.2,-2,0
CCOC(=O)N1CCC(N2C(=O)c3ccc(C(=O)NCc4ccco4)cc3C2=O)CC1,14,x,0.5,2,0.3,1.3,4,1
O=C(CN1C(=O)NC2(CCCCC2)C1=O)Nc1cc(C(F)(F)F)ccc1N1CCOCC1,3,-9,0.7,2,-0.1,0.0,-2,1
COc1ccc(NC(=O)Nc2ccc3c(c2)CC(=O)N([C@@H](C)CO)C[C@H](C)[C@@H](CN(C)Cc2ccc(Cl)c(Cl)c2)O3)cc1,0,11,0.2,0,0.0,5.3,x,x
CC[C@H]1c2[nH]c3ccccc3c2C[C@H]2C(=O)N(c3ccc(F)cc3)C(=O)N21,57*,x,x,2,x,-1.4,-4,7
N/C(=N\OC(=O)CCCc1ccccc1)c1ccccn1,-1,12,0.1,x,0.0,x,-12,2
Cn1c(N)c(S(=O)(=O)N2CCN(c3cccc(Cl)c3)CC2)c(=O)n(C)c1=O,5,-8,-0.1,-1,0.1,-0.1,-15,2
COc1ccc(/C=C/C(=O)OCC(=O)NCc2cccs2)cc1OC,-1,28,x,-6,0.0,0.4,-7,0
C#CCOCC1CN(c2ccccc2)C(=O)O1 (stereo not drawn),-5,16,-0.3,-1,0.0,2.1,-4,2
CN(C)C(=O)C[C@H]1CC[C@@H]2[C@@H](COc3ccc(NC(=O)C4CCC4)cc3C(=O)N2C)O1,0,0,0.0,x,0.0,1.9,4,-1
COc1ccccc1NC(=O)CSc1nc2sc3c(c2c(=O)n1-c1ccccc1)CCN(C)C3,0,-1,x,11,0.2,0.1,-68,1
CCS(=O)(=O)Nc1ccc(C2=NN(C(=O)c3ccco3)C(c3cccs3)C2)cc1 (stereo not drawn),1,-19,x,-5,-0.1,3.1,-19,4
